MEKK2mut PB1 HTS: signal of MEK5 binding to mutant human MEKK2 PB1 domain; bead flow cytometry, Alexa488-MEK5 binding to MEKK2 mutant; percent response, % at 10 µM; 0.35% of 290,000 active; AID 1530; in the data active = percent response above about 24%, passing the limit was not always enough; also: inactives centre near 1; some results filed as inactive read as strong as hits; reference of the scale not given here
MEKK3 PB1 HTS: raises or lowers MEK5 binding to the human MEKK3 PB1 domain; Q99759; bead-based flow cytometry, Alexa488-MEK5 binding to MEKK3; actives lie on both sides; 0 = blocked by unlabeled MEK5, 100 = vehicle; binding response (% of control), % at 10 µM; 1.4% of 290,000 active;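 active = binding response more than 3 SD above or below the average of its plate-row segment, actives on both sides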;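 also: Alexa488 bead fluorescence after subtracting the streptavidin-only scavenger bead signal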
OXTR agonist: human OXTR agonism; P30559; CHO-OTR cells, Fluo-8 calcium fluorescence; normalized: DMSO 0%, oxytocin 100%; activation, % at 3 µM; 0.32% of 320,000 active; AID 2435;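 active = activation above the mean of all tested compounds plus 3 SD, cutoff set per screening run, cut at about 20% in these data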;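 also: peak over basal fluorescence ratio from a 100 s FLIPR kinetic read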
Target sequence (P30559 whole entry, looked up): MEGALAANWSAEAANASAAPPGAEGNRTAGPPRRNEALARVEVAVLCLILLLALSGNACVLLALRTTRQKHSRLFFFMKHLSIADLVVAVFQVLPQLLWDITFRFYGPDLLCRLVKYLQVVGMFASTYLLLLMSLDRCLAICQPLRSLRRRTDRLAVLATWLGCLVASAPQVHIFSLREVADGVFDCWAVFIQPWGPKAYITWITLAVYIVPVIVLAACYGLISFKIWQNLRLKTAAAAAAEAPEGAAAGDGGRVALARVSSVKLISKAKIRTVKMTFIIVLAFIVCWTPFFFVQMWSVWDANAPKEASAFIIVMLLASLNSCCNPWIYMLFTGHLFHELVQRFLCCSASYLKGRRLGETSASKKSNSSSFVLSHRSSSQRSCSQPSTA
NALP1 inh: inhibitors of NALP1 inflammasome in yeast; S. cerevisiae NALP1/ASC/caspase-1 growth, X-gal OD620, 72 h; inhibition, % at 10 µM; 0.61% of 280,000 active; AID 2071; in the data active = inhibition mostly above about 24%, no sharp cut-off; inactive = mostly below about 32%; also: some compounds called inactive have numbers as strong as hits
MEKK2wt PB1 HTS: raises or lowers MEK5 binding to wildtype human MEKK2 PB1 domain; Q9Y2U5; bead flow cytometry, Alexa488-MEK5 binding to MEKK2 WT; actives lie on both sides; binding response (% of control), % at 10 µM; 1.1% of 290,000 active; in the data active = binding response below about 67% or above about 130%
PHOSPHO1 inh: blocks human PHOSPHO1 phosphatase activity; recombinant PHOSPHO1, absorbance phosphatase assay; 1.1% of 290,000 active; AID 1565; Q8TCT1; inhibition, % at 13.3 µM; in the data active = inhibition above about 60%
Target sequence (Q8TCT1 whole entry, looked up): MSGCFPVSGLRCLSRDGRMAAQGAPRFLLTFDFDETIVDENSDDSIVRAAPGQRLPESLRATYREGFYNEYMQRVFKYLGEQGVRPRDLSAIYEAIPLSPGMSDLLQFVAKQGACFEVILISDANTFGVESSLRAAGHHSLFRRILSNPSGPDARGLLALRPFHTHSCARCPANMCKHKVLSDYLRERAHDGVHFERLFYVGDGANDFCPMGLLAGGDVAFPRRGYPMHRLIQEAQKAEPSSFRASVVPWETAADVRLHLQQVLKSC
GPR7 antag: blocks human GPR7 receptor signaling; P48145; GPR7-expressing cells, fluorescence antagonist assay; inhibition, % at 4.4 µM; 1.1% of 290,000 active; AID 1861; in the data active = inhibition above about 16%, passing the limit was not always enough;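 also: cells stimulated with the agonist NPW; 0% = agonist with vehicle and 100% = vehicle without agonist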
Target sequence (P48145 whole entry, looked up): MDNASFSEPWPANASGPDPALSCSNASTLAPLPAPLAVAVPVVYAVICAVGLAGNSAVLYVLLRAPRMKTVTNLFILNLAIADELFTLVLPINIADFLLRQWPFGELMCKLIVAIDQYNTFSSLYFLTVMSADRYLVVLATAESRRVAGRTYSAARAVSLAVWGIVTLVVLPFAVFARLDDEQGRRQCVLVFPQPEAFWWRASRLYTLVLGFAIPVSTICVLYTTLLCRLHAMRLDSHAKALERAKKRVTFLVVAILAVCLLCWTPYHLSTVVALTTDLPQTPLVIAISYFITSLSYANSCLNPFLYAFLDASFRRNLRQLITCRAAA
PfM18AAP inh: PfM18AAP enzyme inhibition | recombinant PfM18AAP, H-Glu-NHMec fluorogenic cleavage | inhibition, % at 7.35 µM | 1.2% of 290,000 active | AID 1822;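 active = inhibition above the campaign mean inhibition over all tested compounds plus 3 SD, cut at about 28% in these data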;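 also: 0% = plate median of test compound wells and 100% = 2 mM ZnCl2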
FID counter: displaces DNA intercalator in HCV helicase counter-screen. AID 1845. inhibition, % at 7.9 µM. DNA fluorescent intercalator displacement, fluorescence. 0.17% of 290,000 active; in the data active = inhibition above about 37%;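 also: 0% = vehicle and 100% = reference compound; higher means more ethidium bromide displaced from hairpin DNA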
* = called active by the depositor.

What do the screens show for `CCC(=O)N1CCC(C(N)=O)(N2CCCCC2)CC1`?
MEKK2mut PB1 HTS: -12; MEKK3 PB1 HTS: 92; OXTR agonist: 1.2; NALP1 inh: -1; MEKK2wt PB1 HTS: 86; PHOSPHO1 inh: 3; GPR7 antag: 4; PfM18AAP inh: -2; FID counter: 1

Results for O=C(Nc1nc(-c2ccccc2)cs1)C1CCCO1 (stereo not given) ?
MEKK2mut PB1 HTS: -2; MEKK3 PB1 HTS: 97; OXTR agonist: 0.3; NALP1 inh: 0; MEKK2wt PB1 HTS: 98; PHOSPHO1 inh: 7; GPR7 antag: 12; PfM18AAP inh: -4; FID counter: -10

How did OCc1cn(-c2ccccc2)nn1 do in these assays?
MEKK2mut PB1 HTS: 0; MEKK3 PB1 HTS: 120; OXTR agonist: -0.3; NALP1 inh: 12; MEKK2wt PB1 HTS: 109; PHOSPHO1 inh: 16; GPR7 antag: -9; PfM18AAP inh: 1; FID counter: -11

What do the screens show for `CCN(CC(=O)NC1CCS(=O)(=O)C1)Cc1nc2c(Br)cc(Br)cc2c(=O)[nH]1` (stereo not given)?
MEKK2mut PB1 HTS: -4; MEKK3 PB1 HTS: 108; OXTR agonist: -1.3; NALP1 inh: -25; MEKK2wt PB1 HTS: 100; PHOSPHO1 inh: 21; GPR7 antag: -21; PfM18AAP inh: 2; FID counter: -16

How did Cc1ccc2cc(C#N)c(N3CCCN(S(=O)(=O)c4ccccc4)CC3)nc2c1C do in these assays?
MEKK2mut PB1 HTS: 3; MEKK3 PB1 HTS: 104; OXTR agonist: -0.1; MEKK2wt PB1 HTS: 97; GPR7 antag: -9; PfM18AAP inh: -4; FID counter: -5

Results for CCN(C(=O)COC(=O)c1cc(-c2ccccc2)nc2c1c(C)nn2-c1ccc(C)cc1)C1CCS(=O)(=O)C1 (stereo not given) ?
MEKK2mut PB1 HTS: 1; MEKK3 PB1 HTS: 120; OXTR agonist: 0.4; NALP1 inh: 21; MEKK2wt PB1 HTS: 100; PHOSPHO1 inh: 7; GPR7 antag: -4; PfM18AAP inh: 0; FID counter: 3

How did Cc1ccnc2nc(C(=O)Nc3nnc(-c4ccc(Cl)cc4)o3)nn12 do in these assays?
MEKK2mut PB1 HTS: 2; MEKK3 PB1 HTS: 103; OXTR agonist: 0.1; NALP1 inh: -16; MEKK2wt PB1 HTS: 103; PHOSPHO1 inh: -8; GPR7 antag: -2; PfM18AAP inh: 1; FID counter: -15

How did COCCNC(=S)Nc1cc(OC)c(NC(=O)c2ccco2)cc1OC do in these assays?
MEKK2mut PB1 HTS: -10; MEKK3 PB1 HTS: 107; OXTR agonist: 0.2; NALP1 inh: -3; MEKK2wt PB1 HTS: 93; PHOSPHO1 inh: -22; GPR7 antag: -3; PfM18AAP inh: 6; FID counter: -8

Results for Cc1oc(-c2ccc(C(F)(F)F)cc2)nc1CN(Cc1ccccn1)C[C@@H]1CCC(=O)N1 ?
MEKK2mut PB1 HTS: 1; MEKK3 PB1 HTS: 102; OXTR agonist: -1.0; NALP1 inh: -13; MEKK2wt PB1 HTS: 106; PHOSPHO1 inh: -2; GPR7 antag: -15; PfM18AAP inh: 5; FID counter: -32

What do the screens show for `Cc1c(NC(=O)CSc2ncnc3ccccc23)c(=O)n(-c2ccccc2)n1C`?
MEKK2mut PB1 HTS: -6; MEKK3 PB1 HTS: 99; OXTR agonist: -0.5; NALP1 inh: -15; MEKK2wt PB1 HTS: 93; PHOSPHO1 inh: -6; GPR7 antag: -5; PfM18AAP inh: -4; FID counter: -9

Results for Cn1cccc1C(=S)N1CCOCC1 ?
MEKK2mut PB1 HTS: 9; MEKK3 PB1 HTS: 106; OXTR agonist: 0.2; NALP1 inh: -5; MEKK2wt PB1 HTS: 114; PHOSPHO1 inh: 37; GPR7 antag: 10; PfM18AAP inh: -30; FID counter: -1

What do the screens show for `OC(CCCN1CCCCC1)(c1ccccc1)c1ccccc1`?
MEKK2mut PB1 HTS: -1; MEKK3 PB1 HTS: 104; OXTR agonist: 0.6; NALP1 inh: 14; MEKK2wt PB1 HTS: 105; PHOSPHO1 inh: 4; GPR7 antag: -3; PfM18AAP inh: -13; FID counter: 3

Results for COc1cc(C(=O)NCc2nnc(SCC(=O)Nc3c(C)cc(C)cc3C)o2)cc(OC)c1OC ?
MEKK2mut PB1 HTS: 1; MEKK3 PB1 HTS: 105; OXTR agonist: 0.1; NALP1 inh: 0; MEKK2wt PB1 HTS: 106; PHOSPHO1 inh: 17; GPR7 antag: -11; PfM18AAP inh: 3; FID counter: -38

How did COCCN1Cc2cccc(C(=O)NCC3CCN(CC(C)C)C3)c2C1=O (stereo not given) do in these assays?
MEKK2mut PB1 HTS: -1; MEKK3 PB1 HTS: 102; OXTR agonist: -0.3; NALP1 inh: 16; MEKK2wt PB1 HTS: 105; PHOSPHO1 inh: -7; GPR7 antag: 15; PfM18AAP inh: -5; FID counter: 2

What do the screens show for `CCC12OC(=N)C(C#N)(C1C)C(C#N)(C#N)C(c1ccccc1)O2` (stereo not given)?
MEKK2mut PB1 HTS: 0; MEKK3 PB1 HTS: 141*; OXTR agonist: -0.8; MEKK2wt PB1 HTS: 109; PHOSPHO1 inh: 1; GPR7 antag: -4; PfM18AAP inh: 2; FID counter: 1

How did CCn1cnc2c1c(=O)n(CC(=O)NCc1ccccc1)c(=O)n2Cc1ccccc1 do in these assays?
MEKK2mut PB1 HTS: -3; MEKK3 PB1 HTS: 100; OXTR agonist: -2.3; NALP1 inh: -2; MEKK2wt PB1 HTS: 92; PHOSPHO1 inh: 37; GPR7 antag: -17; PfM18AAP inh: 0; FID counter: -8

Results for CCN(CC)C(=O)C1CCN(Cc2ccc(OCc3ccccc3)c(OC)c2)CC1 ?
MEKK2mut PB1 HTS: 7; MEKK3 PB1 HTS: 97; OXTR agonist: -0.2; NALP1 inh: 21; MEKK2wt PB1 HTS: 104; PHOSPHO1 inh: 25; GPR7 antag: -13; PfM18AAP inh: 2; FID counter: 6

What do the screens show for `COc1cccc(OC)c1C(=O)N1CCN(S(=O)(=O)c2ccc(C)cc2)CC1`?
MEKK2mut PB1 HTS: 13; MEKK3 PB1 HTS: 102; OXTR agonist: -0.7; MEKK2wt PB1 HTS: 104; PHOSPHO1 inh: -23; GPR7 antag: 4; PfM18AAP inh: -9; FID counter: -21

How did COCCn1c(SCC(=O)N2CCCCCC2)nnc1-c1ccco1 do in these assays?
MEKK2mut PB1 HTS: -4; MEKK3 PB1 HTS: 98; OXTR agonist: 0.0; NALP1 inh: -3; MEKK2wt PB1 HTS: 97; PHOSPHO1 inh: 19; GPR7 antag: -12; PfM18AAP inh: -1; FID counter: -10

What do the screens show for `COc1ccc(-n2c(O)c(/C=C3\C=Nc4ccccc43)c(=O)[nH]c2=O)cc1`?
MEKK2mut PB1 HTS: 7; MEKK3 PB1 HTS: 104; NALP1 inh: 21; MEKK2wt PB1 HTS: 101; PHOSPHO1 inh: 45; GPR7 antag: 32; PfM18AAP inh: 32*; FID counter: -6

How did CCOc1cc(/C=C2\C(=N)N3N=C(C)SC3=NC2=O)ccc1OCCOc1cccc(OC)c1 do in these assays?
MEKK2mut PB1 HTS: 2; MEKK3 PB1 HTS: 98; OXTR agonist: -1.8; NALP1 inh: 9; MEKK2wt PB1 HTS: 95; PHOSPHO1 inh: -29; GPR7 antag: 13; PfM18AAP inh: -2; FID counter: -29

What do the screens show for `CCc1nnc(NC(=O)C2=NN(C3CCS(=O)(=O)C3)C(=O)CC2)s1` (stereo not given)?
MEKK2mut PB1 HTS: -10; MEKK3 PB1 HTS: 93; OXTR agonist: 0.3; NALP1 inh: -52; MEKK2wt PB1 HTS: 88; PHOSPHO1 inh: 43; GPR7 antag: -2; PfM18AAP inh: -1; FID counter: -5

Results for CC1(C)Cc2c(cnn2-c2cccc(F)c2)C(NC(=O)c2csnn2)C1 (stereo not given) ?
MEKK2mut PB1 HTS: 7; MEKK3 PB1 HTS: 102; OXTR agonist: -0.6; NALP1 inh: -2; MEKK2wt PB1 HTS: 102; PHOSPHO1 inh: 58; GPR7 antag: -16; PfM18AAP inh: 1; FID counter: -48

Results for Cc1cc(NC(=O)CN2CCN(c3ccccc3O)CC2)no1 ?
MEKK2mut PB1 HTS: -2; MEKK3 PB1 HTS: 98; OXTR agonist: -1.0; NALP1 inh: 10; MEKK2wt PB1 HTS: 97; PHOSPHO1 inh: 0; GPR7 antag: -10; PfM18AAP inh: 17; FID counter: -3

Looked up by structure from the list above (3):
Results for CC1(C)Cc2c(cnn2-c2cccc(F)c2)C(NC(=O)c2csnn2)C1 (stereo not given) ?
MEKK2mut PB1 HTS: 7; MEKK3 PB1 HTS: 102; OXTR agonist: -0.6; NALP1 inh: -2; MEKK2wt PB1 HTS: 102; PHOSPHO1 inh: 58; GPR7 antag: -16; PfM18AAP inh: 1; FID counter: -48

How did COCCn1c(SCC(=O)N2CCCCCC2)nnc1-c1ccco1 do in these assays?
MEKK2mut PB1 HTS: -4; MEKK3 PB1 HTS: 98; OXTR agonist: 0.0; NALP1 inh: -3; MEKK2wt PB1 HTS: 97; PHOSPHO1 inh: 19; GPR7 antag: -12; PfM18AAP inh: -1; FID counter: -10

How did CCn1cnc2c1c(=O)n(CC(=O)NCc1ccccc1)c(=O)n2Cc1ccccc1 do in these assays?
MEKK2mut PB1 HTS: -3; MEKK3 PB1 HTS: 100; OXTR agonist: -2.3; NALP1 inh: -2; MEKK2wt PB1 HTS: 92; PHOSPHO1 inh: 37; GPR7 antag: -17; PfM18AAP inh: 0; FID counter: -8

Further compounds follow.
What do the screens show for `Cc1cccc(OCC(=O)NNc2c3ccccc3nc3ccccc23)c1`?
MEKK2mut PB1 HTS: 2; MEKK3 PB1 HTS: 98; OXTR agonist: 0.9; NALP1 inh: 0; MEKK2wt PB1 HTS: 98; PHOSPHO1 inh: 0; GPR7 antag: -10; PfM18AAP inh: -8; FID counter: -10

What do the screens show for `O=C1CCCCCN1CP(=O)(O)CCc1ccccc1`?
MEKK2mut PB1 HTS: -4; MEKK3 PB1 HTS: 98; OXTR agonist: 0.7; NALP1 inh: 10; MEKK2wt PB1 HTS: 99; PHOSPHO1 inh: 3; GPR7 antag: -8; PfM18AAP inh: 4; FID counter: 2

What do the screens show for `O=c1c2ccccc2n2c(-c3cccc(Cl)c3)nnc2n1Cc1ccccc1`?
MEKK2mut PB1 HTS: 2; MEKK3 PB1 HTS: 96; OXTR agonist: -1.8; NALP1 inh: 5; MEKK2wt PB1 HTS: 99; PHOSPHO1 inh: 6; GPR7 antag: -7; PfM18AAP inh: 0; FID counter: -2

How did COc1cc(C(=O)NCc2cc3cc(Cl)ccc3n2C)cc(OC)c1OC do in these assays?
MEKK2mut PB1 HTS: 2; MEKK3 PB1 HTS: 103; OXTR agonist: 0.6; NALP1 inh: 2; MEKK2wt PB1 HTS: 106; PHOSPHO1 inh: 24; GPR7 antag: -6; PfM18AAP inh: 2; FID counter: -14

How did CN(C)S(=O)(=O)n1cc(/C=C(\NC(=O)c2ccccc2F)C(=O)NCCCn2ccnc2)c2ccccc21 do in these assays?
MEKK2mut PB1 HTS: 9; MEKK3 PB1 HTS: 101; NALP1 inh: 18; MEKK2wt PB1 HTS: 107; PHOSPHO1 inh: 26; GPR7 antag: -22; PfM18AAP inh: 1; FID counter: 14

Results for O=C1Cn2c(nc3ccccc32)N1c1cccc(C(F)(F)F)c1 ?
MEKK2mut PB1 HTS: 6; MEKK3 PB1 HTS: 109; OXTR agonist: -1.6; NALP1 inh: -5; MEKK2wt PB1 HTS: 112; PHOSPHO1 inh: 15; GPR7 antag: 2; PfM18AAP inh: -2; FID counter: -1

Results for O=S(=O)(NCC1COc2ccccc2O1)c1ccc2ccccc2c1 (stereo not given) ?
MEKK2mut PB1 HTS: -1; MEKK3 PB1 HTS: 104; OXTR agonist: -1.0; NALP1 inh: 19; MEKK2wt PB1 HTS: 104; PHOSPHO1 inh: -3; GPR7 antag: -11; PfM18AAP inh: 2; FID counter: -15
